Bioassay records: PubChem BioAssay, several laboratories
GC-A act – GC-A stimulated cGMP production enhancers – HEK293 GC-A cells, cGMP TR-FRET, EC30 ANP, primary screen; AID 1671463, 2021; activation, % at 10 µM; 0% at EC30 ANP, 100% saturating ANP; Atrial natriuretic peptide receptor 1 (Homo sapiens), P16066; 0.14% of 370,000 active; in the data active = activation above about 40%
ADAM10 inh – human ADAM10 inhibitors, primary screen, biochemical, QFRET, HTS; 0.62% of 370,000 active; Disintegrin and metalloproteinase domain-containing protein 10 (Homo sapiens), O14672; recombinant ADAM10, EDANS/DABCYL FRET peptide cleavage, 3 h; AID 720582, 2013; inhibition, % at 7 µM;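 active = inhibition above a per-campaign cutoff equal to the mean of compounds falling between control-based bounds plus 3 SD, cut at about 20% in these data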;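 also: 0% = DMSO wells while the 100% control is not disclosed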
GC-B act – human GC-B receptor activators, primary screen, HEK293 GC-B cells, cGMP TR-FRET, EC30 CNP | 0.11% of 370,000 active | 0% at EC30 CNP, 100% saturating CNP | Atrial natriuretic peptide receptor 2 (Homo sapiens), P20594 | AID 1920062, 2024 | activation, % at 10 µM;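 active = activation at 10 µM reaching about 35% in either raw or pattern-adjusted values, limit read from the data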
rCAG binder – binders of r(CAG) RNA repeats, primary screen, biochemical, fluorescence; r(CAG) RNA repeat, TO-PRO-1 dye displacement fluorescence; inhibition, % at 3 µM; 1.3% of 370,000 active; AID 651821, 2012;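 active = inhibition above the plate cutoff, the mean of all test compounds on that plate plus 3 SD, cut at about 35% in these data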;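 also: 0% = DMSO alone and 100% = 100 µM mitoxantrone as full dye displacement; higher means more dye released from RNA so lower well fluorescence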
proKLK7 act – proKLK7 zymogen activators, primary screen, biochemical, fluorescence intensity; Kallikrein-7 (Homo sapiens), P49862; purified proKLK7, EDANS-DABCYL substrate fluorescence; 100% is mature enzyme control, 0% vehicle; activation, % at 7 µM; 0.9% of 370,000 active; AID 652039, 2013;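 active = activation above the mean of all tested compounds plus 3 SD, computed per campaign excluding outliers beyond control limits, cut at about 13% in these data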
Target sequence (P49862 whole entry, looked up): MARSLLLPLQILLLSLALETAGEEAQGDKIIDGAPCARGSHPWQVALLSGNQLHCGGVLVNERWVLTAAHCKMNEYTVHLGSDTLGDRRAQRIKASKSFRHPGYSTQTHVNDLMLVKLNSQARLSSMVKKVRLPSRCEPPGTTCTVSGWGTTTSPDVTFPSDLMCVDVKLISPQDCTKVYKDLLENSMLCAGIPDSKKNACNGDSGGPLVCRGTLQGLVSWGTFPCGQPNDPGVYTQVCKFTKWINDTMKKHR
ARFGAP1 inh – inhibitors of rat ARFGAP1 GAP activity, primary screen, biochemical, fluorescence polarization, GDP tracer | ADP-ribosylation factor GTPase-activating protein 1 (Rattus norvegicus), Q62848 | Arfgap1-stimulated ARF1 GTP hydrolysis, GDP FP detection | inhibition, % at 16.5 µM | 0.26% of 360,000 active | AID 651572, 2012;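 active = inhibition above a per-plate limit, mean inhibition of low control wells plus 3 SD, cut at about 25% in these data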;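 also: 0% = DMSO wells with enzyme and 100% = wells lacking Arfgap1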
Target sequence (Q62848 1-136 limits assumed): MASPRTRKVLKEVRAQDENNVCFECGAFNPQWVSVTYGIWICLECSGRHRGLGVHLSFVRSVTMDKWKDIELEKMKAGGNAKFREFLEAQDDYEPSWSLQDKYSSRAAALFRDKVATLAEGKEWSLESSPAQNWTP
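Assay system: purified rat His6-Arfgap1 residues 1-136 (GAP domain); Reagent: human Δ17 ARF1 bound to GTP; Dosing: 16.5 µM single point, 1.26% DMSO; Times: GTP hydrolysis reaction 2 h at 25 °C; Signal: FP, GDP Alexa 633 tracer displaced from anti-GDP antibody, 620/688 nm; Measure: % inhibition from polarization.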
sPLA2-III inh – human group III sPLA2 inhibitors, primary screen, biochemical, QFRET, BODIPY PC-A2 liposome substrate; Group 3 secretory phospholipase A2 (Homo sapiens), Q9NZ20; QFRET BODIPY PC-A2 liposome hydrolysis, fluorescence; inhibition, % at 12.2 µM; 0.56% of 370,000 active; AID 743126, 2013;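 active = inhibition above mean plus 3 SD of compounds lying within the high and low control bounds, cut at about 19% in these data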;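 also: 0% = median of test compound wells and 100% = no enzyme DMSO wells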
Tn6 DDE FP – inhibitors of Tn6 peptide binding to fibrin DD(E), primary screen, biochemical, fluorescence polarization, human fibrin, Tn6 probe. Fibrinogen beta chain (Homo sapiens), P02675. Fibrin DD(E) TRITC-Tn6 fluorescence polarization displacement. inhibition, % at 8.3 µM. 0.21% of 370,000 active;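 active = inhibition above a per-campaign cutoff: mean of compounds within control limits plus 3 SD, cut at about 15% in these data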;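 also: 0% = median of all compound wells on the plate and 100% = blocking peptide control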
Target sequence (P02675 whole entry, looked up): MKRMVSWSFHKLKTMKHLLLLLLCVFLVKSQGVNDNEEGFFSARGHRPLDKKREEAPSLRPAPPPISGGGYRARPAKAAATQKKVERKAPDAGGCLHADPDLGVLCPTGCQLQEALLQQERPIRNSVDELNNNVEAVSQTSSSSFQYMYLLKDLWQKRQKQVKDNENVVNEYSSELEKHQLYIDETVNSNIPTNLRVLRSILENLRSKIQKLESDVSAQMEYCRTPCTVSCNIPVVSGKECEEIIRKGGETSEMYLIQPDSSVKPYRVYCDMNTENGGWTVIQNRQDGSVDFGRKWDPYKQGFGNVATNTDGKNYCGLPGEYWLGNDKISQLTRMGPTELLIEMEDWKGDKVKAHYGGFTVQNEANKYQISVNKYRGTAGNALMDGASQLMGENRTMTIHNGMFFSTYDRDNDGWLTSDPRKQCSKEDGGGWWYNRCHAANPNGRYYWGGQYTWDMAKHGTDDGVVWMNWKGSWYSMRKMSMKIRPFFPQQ
ASAP1 GAP inh – inhibitors of human ASAP1 ArfGAP activity, primary screen, biochemical, fluorescence polarization | Arf-GAP with SH3 domain, ANK repeat and PH domain-containing protein 1 (Homo sapiens), … | ASAP1-stimulated ARF1 GTP hydrolysis, GDP FP detection | inhibition, % at 16.5 µM | 0.19% of 360,000 active | AID 624377, 2012; in the data active = inhibition above about 25%;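 also: 0% = vehicle with enzyme and substrate and 100% = no enzyme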
GAA850 FXN act – FXN promoter activators, primary screen, cell-based, luciferase luminescence, HEK293 lucGAA850; HEK293 lucGAA850 FXN promoter luciferase reporter, 24 h; percent of 10 µM SAHA response; 0.56% of 360,000 active; activation, % at 6 µM; AID 540364, 2011;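 active = activation above the average of all compounds screened plus 3 SD, cutoff fixed separately per campaign, cut at about 7.5% in these data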;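 also: 0% = DMSO wells and 100% = 10 µM SAHA wells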
* hit, by the source's call; i = inactive; . = not tested or not shown.

1	CCCP(=O)(CC(=O)O)c1ccccc1 (stereo not given)
2	Cc1ccc2c(C(=O)CN3CCN(c4ccccc4)CC3)c(C)[nH]c2c1
3	CC1(C(=O)NC2CCN(Cc3ccccc3)CC2)CCN1Cc1ccc(OC(F)(F)F)cc1 (stereo not given)
4	O=C(Nc1ccncc1)c1ccc(Br)cc1
5	Fc1ccc(NC(=S)N2CCCC2)cc1
6	CC(=O)NNC(=O)CCC(=O)Nc1ccccc1
screen / no.	1	2	3	4	5	6
GC-A act	0	-3	-13	-3	0	-6
ADAM10 inh	6	9	1	-6	-7	-7
GC-B act	-3	-2	-13	1	-7	4
rCAG binder	1	1	-3	0	0	1
proKLK7 act	-0.1	0.2	0.3	0.3	-0.1	0.5
ARFGAP1 inh	10	-2	7	10	4	-6
sPLA2-III inh	1	1	-10	5	1	11
Tn6 DDE FP	-2	8	-4	6	0	2
ASAP1 GAP inh	-6	-2	13	-4	-6	7
GAA850 FXN act	-0.9	3.3	-1.6	3.3	0.3	-2.4

7	COCC(=O)Nc1ccc2c(c1)[C@@H]1C[C@H](CC(=O)OC)O[C@@H](CO)[C@@H]1O2
8	O=C1C=C(c2ccccc2)CC(c2cccs2)C1n1cnc([N+](=O)[O-])c1 (stereo not given)
9	Cn1c(=O)n(CCc2ccccc2)c(=O)c2c1nc1n2CCCN1CCc1ccccc1
10	O=C1CN(C(=O)CSc2nnnn2-c2ccc(Cl)cc2)c2ccccc2N1
11	COc1cc(F)ccc1-c1csc(C(C)(NC(C)=O)c2ccccc2)n1 (stereo not given)
12	Cc1ccc(-c2csc3ncnc(Nc4ccc(N5CCOCC5)cc4)c23)cc1
screen / no.	7	8	9	10	11	12
GC-A act	7	-3	-1	3	-8	-4
ADAM10 inh	-15	1	-2	1	-1	-5
GC-B act	5	-5	1	-10	-16	-12
rCAG binder	0	11	-3	2	2	6
proKLK7 act	0.2	0.0	0.1	0.4	-0.3	-1.2
ARFGAP1 inh	-1	-1	11	0	-2	-9
sPLA2-III inh	1	-14	-7	-11	-2	-1
Tn6 DDE FP	-2	0	7	-4	-3	-2
ASAP1 GAP inh	6	13	4	4	-5	10
GAA850 FXN act	0.0	-2.9	-4.1	-1.2	3.1	6.8

Three structures already listed, sorted by count of non-hydrogen atoms, low to high:
7	COCC(=O)Nc1ccc2c(c1)[C@@H]1C[C@H](CC(=O)OC)O[C@@H](CO)[C@@H]1O2
10	O=C1CN(C(=O)CSc2nnnn2-c2ccc(Cl)cc2)c2ccccc2N1
12	Cc1ccc(-c2csc3ncnc(Nc4ccc(N5CCOCC5)cc4)c23)cc1
screen / no.	7	10	12
GC-A act	7	3	-4
ADAM10 inh	-15	1	-5
GC-B act	5	-10	-12
rCAG binder	0	2	6
proKLK7 act	0.2	0.4	-1.2
ARFGAP1 inh	-1	0	-9
sPLA2-III inh	1	-11	-1
Tn6 DDE FP	-2	-4	-2
ASAP1 GAP inh	6	4	10
GAA850 FXN act	0.0	-1.2	6.8

Next section
13	NC(=O)CNC1CC(=O)N(CCc2ccccc2)C1=O (stereo not given)
14	CCC(Sc1nc2ncnc(N)c2[nH]1)C(=O)O (stereo not given)
15	O=C(NC(=S)NCc1ccccc1)c1ccccc1Br
16	c1cnc(-c2noc(CN3CCN(C4CCCC4)CC3)n2)cn1
17	O=C(Nc1ccc(F)cc1)Oc1ccc[nH]c1=O
18	CCC(c1nnnn1-c1ccc2c(c1)OCCO2)N1CCc2ccccc2C1 (stereo not given)
screen / no.	13	14	15	16	17	18
GC-A act	5	-1	1	1	11	1
ADAM10 inh	8	-3	2	-3	-4	0
GC-B act	0	1	-6	2	0	6
rCAG binder	1	-1	-1	0	1	5
proKLK7 act	0.2	-0.2	0.3	-0.3	0.1	0.7
ARFGAP1 inh	10	15	-9	2	-7	3
sPLA2-III inh	3	2	5	4	-1	2
Tn6 DDE FP	-1	-1	6	2	4	-5
ASAP1 GAP inh	-2	5	-10	-7	4	1
GAA850 FXN act	-0.9	-0.9	0.5	2.0	1.2	.

19	CCC(C)N(C(=O)COC(=O)CNC(=O)c1sc2ccccc2c1Cl)C1CCS(=O)(=O)C1 (stereo not given)
20	CC(C)Cc1nc(SCC(=O)Nc2nnc(CC(C)C)s2)n[nH]1
21	Cc1nc(-c2ccc(-c3ccon3)s2)no1
22	Cc1ccccc1NC(=S)N(Cc1cccs1)C1CCCC1
23	O=C(NCc1ccccn1)c1cc(-c2ccccc2)on1
24	COc1cccc(Cn2nnc3c(=O)[nH]c(C4CCCN(C(=O)c5ccccc5Cl)C4)nc32)c1 (stereo not given)
screen / no.	19	20	21	22	23	24
GC-A act	6	2	-2	-5	10	2
ADAM10 inh	9	-7	-12	-2	-1	9
GC-B act	3	-1	-9	-1	1	5
rCAG binder	-1	-4	-1	-2	-2	9
proKLK7 act	-0.3	1.3	-0.1	-0.1	0.1	0.3
ARFGAP1 inh	4	-1	13	-3	-3	-1
sPLA2-III inh	-5	-4	1	5	4	-42
Tn6 DDE FP	2	-2	0	-5	6	-1
ASAP1 GAP inh	-1	6	-6	2	2	-9
GAA850 FXN act	2.4	0.1	2.1	3.1	4.6	1.6

25	COc1ccc(CNC(=O)CN(Cc2ccccc2OC)C(=O)c2csnn2)cc1
26	Cc1cccc(N2CCN(C(=O)C3(S(=O)(=O)c4ccc(Cl)cc4)CC3)CC2)c1C
27	O=C(c1ccc(S(=O)(=O)NCc2ccco2)cc1)N1CCCC1
28	Cc1ccc(C(=O)NNC(=O)C(C)Sc2nc(N)cc(N)n2)cc1 (stereo not given)
29	COCCn1nnnc1CN(Cc1cc2cc(OC)c(OC)cc2[nH]c1=O)C1CCCC1
30	CCOc1ccccc1NC(=O)c1cccc(N2C(=O)CCC2=O)c1
screen / no.	25	26	27	28	29	30
GC-A act	0	2	-2	0	8	5
ADAM10 inh	2	4	0	-3	i	-7
GC-B act	7	7	3	10	3	-2
rCAG binder	3	-4	-2	5	0	3
proKLK7 act	0.0	0.1	0.2	0.3	18*	1.0
ARFGAP1 inh	8	2	3	-6	-2	-5
sPLA2-III inh	0	3	1	1	0	1
Tn6 DDE FP	-4	0	-5	-4	4	0
ASAP1 GAP inh	10	8	-5	2	6	-12
GAA850 FXN act	-1.7	2.7	1.0	-3.5	1.6	2.5

31	COc1ccccc1C(=O)NC(=O)COC(=O)C1CCC1
32	COc1ccc(-c2cc(C#N)nc(N3CCN(c4ccccc4)CC3)n2)cc1
33	Cc1cccc(-c2onc3ccc(C(=O)/C=C/N(C)C)cc23)c1
34	C[C@@H]1CN([C@H](C)CO)C(=O)CCCn2cc(nn2)CO[C@H]1CN(C)C(=O)c1ccccc1
35	COc1cc(CNc2nc(C)c([N+](=O)[O-])c(C)c2C#N)cc(OC)c1OC
36	CCCCCn1c(NC(=O)c2ccco2)c(S(=O)(=O)c2ccc(C)cc2)c2nc3ccccc3nc21
screen / no.	31	32	33	34	35	36
GC-A act	5	-1	-5	0	3	-6
ADAM10 inh	1	-1	-16	-11	-1	-489
GC-B act	2	2	-1	3	7	3
rCAG binder	-2	2	25	0	-7	18
proKLK7 act	-0.9	-0.6	-2.8	-0.2	0.0	-4.8
ARFGAP1 inh	-9	15	0	-5	-8	-4
sPLA2-III inh	13	-3	9	13	1	-11
Tn6 DDE FP	8	-2	-5	1	-2	8
ASAP1 GAP inh	-2	18	-5	7	-6	18
GAA850 FXN act	1.0	-0.8	0.2	.	1.9	0.1

37	CCc1ccccc1NC(=O)COc1ccc2oc(-c3ccc(OC)cc3)cc(=O)c2c1
38	CCOC(=O)C[C@H]1c2ccc(C(F)(F)F)cc2S(=O)(=O)N1C(C)C
39	O=C(CCS(=O)(=O)c1ccc(Br)cc1)Nc1ccc2c(c1)OCO2
40	O=C(Nc1cccc(Cl)c1N1CCCC1)c1cc2ccccc2o1
41	CC(=O)Nc1cccc(N(C)S(C)(=O)=O)c1
42	Cn1c(=O)ccc2ccccc21
43	COc1ccc(OC)c(NC(=O)CSc2nc(C)cs2)c1
44	Cc1ccc(-n2nnnc2SCC(=O)Nc2cc(C)on2)c(C)c1
45	O=C(c1cnc2nc3ccccc3n2c1)c1cc(F)ccc1O
screen / no.	37	38	39	40	41	42	43	44	45
GC-A act	23	0	0	-5	5	4	-4	-2	5
ADAM10 inh	-161	0	-2	1	10	-18	2	2	-5
GC-B act	0	4	-1	-1	0	-4	7	-2	-3
rCAG binder	3	-1	7	5	4	0	-2	-3	15
proKLK7 act	-4.8	0.1	-0.4	-0.7	-0.3	0.2	0.0	0.3	8.2
ARFGAP1 inh	6	-6	13	15	2	-3	16	-8	2
sPLA2-III inh	7	0	-10	9	3	2	6	5	-5
Tn6 DDE FP	1	-4	7	-3	-9	3	-9	4	4
ASAP1 GAP inh	-5	1	6	-6	3	4	5	-6	8
GAA850 FXN act	-4.0	0.9	2.7	1.9	3.0	-1.7	-0.2	-1.7	4.1

Entries above that contain an NH in an aromatic ring, in the order listed:
2	Cc1ccc2c(C(=O)CN3CCN(c4ccccc4)CC3)c(C)[nH]c2c1
14	CCC(Sc1nc2ncnc(N)c2[nH]1)C(=O)O (stereo not given)
17	O=C(Nc1ccc(F)cc1)Oc1ccc[nH]c1=O
20	CC(C)Cc1nc(SCC(=O)Nc2nnc(CC(C)C)s2)n[nH]1
24	COc1cccc(Cn2nnc3c(=O)[nH]c(C4CCCN(C(=O)c5ccccc5Cl)C4)nc32)c1 (stereo not given)
29	COCCn1nnnc1CN(Cc1cc2cc(OC)c(OC)cc2[nH]c1=O)C1CCCC1
screen / no.	2	14	17	20	24	29
GC-A act	-3	-1	11	2	2	8
ADAM10 inh	9	-3	-4	-7	9	i
GC-B act	-2	1	0	-1	5	3
rCAG binder	1	-1	1	-4	9	0
proKLK7 act	0.2	-0.2	0.1	1.3	0.3	18*
ARFGAP1 inh	-2	15	-7	-1	-1	-2
sPLA2-III inh	1	2	-1	-4	-42	0
Tn6 DDE FP	8	-1	4	-2	-1	4
ASAP1 GAP inh	-2	5	4	6	-9	6
GAA850 FXN act	3.3	-0.9	1.2	0.1	1.6	1.6
